# Assay outcomes (PubChem BioAssay)
# HADH2 inhib: HADH2 (human) dehydrogenase inhibition; Q99714; AID 886; Potency, µM (highest dose often 57.1 µM), for the others: at the highest dose activity change, negative = inhibition, actives largely listed as inhibitors; recombinant HADH2, NADH fluorescence, beta-hydroxybutyryl-CoA; 73,000 compounds, 3.4% hits; also: potency is read from the fitted curve at half-maximal effect; % is scaled to controls: 0 for no effect and ±100 for the full control effect; nearly all actives have a fitted effect of over 60% in size; many of its hits are not listed in these tables
# Target sequence (Q99714 whole entry, looked up, one chain of several): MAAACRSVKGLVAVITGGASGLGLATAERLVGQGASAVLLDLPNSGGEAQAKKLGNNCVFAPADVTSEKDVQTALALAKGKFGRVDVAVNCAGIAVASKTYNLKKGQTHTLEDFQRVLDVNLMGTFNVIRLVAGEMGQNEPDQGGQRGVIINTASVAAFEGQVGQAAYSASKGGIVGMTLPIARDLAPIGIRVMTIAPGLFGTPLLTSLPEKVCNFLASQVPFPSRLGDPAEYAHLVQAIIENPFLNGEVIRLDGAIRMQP
#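 Activity measured as NADH fluorescence gain (360/450 nm), taken as the change between first and last reads of a 4-min kinetic run. Conditions: pH 9.0 Tris buffer, 20 nM E. coli-expressed His-tagged enzyme, 1 mM NAD+, 90 uM beta-hydroxybutyryl-CoA; 15-min compound preincubation.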
# Tau fil binding: binds recombinant human tau filaments; recombinant tau filaments, thioflavin S fluorescence, 15 h; filaments grown with octadecylsulfate alongside compound; Potency, µM (highest dose often 57.1 µM), for the others: at the highest dose activity change, negative = inhibition; 71,000 compounds, 2% hits; AID 596;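 also: potency is read from the fitted curve at half-maximal effect; % is scaled to controls: 0 for no effect and ±100 for the full control effect; actives lower thioflavin S fluorescence by blocking filaments or displacing dye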
# Target sequence (P10636 whole entry, looked up): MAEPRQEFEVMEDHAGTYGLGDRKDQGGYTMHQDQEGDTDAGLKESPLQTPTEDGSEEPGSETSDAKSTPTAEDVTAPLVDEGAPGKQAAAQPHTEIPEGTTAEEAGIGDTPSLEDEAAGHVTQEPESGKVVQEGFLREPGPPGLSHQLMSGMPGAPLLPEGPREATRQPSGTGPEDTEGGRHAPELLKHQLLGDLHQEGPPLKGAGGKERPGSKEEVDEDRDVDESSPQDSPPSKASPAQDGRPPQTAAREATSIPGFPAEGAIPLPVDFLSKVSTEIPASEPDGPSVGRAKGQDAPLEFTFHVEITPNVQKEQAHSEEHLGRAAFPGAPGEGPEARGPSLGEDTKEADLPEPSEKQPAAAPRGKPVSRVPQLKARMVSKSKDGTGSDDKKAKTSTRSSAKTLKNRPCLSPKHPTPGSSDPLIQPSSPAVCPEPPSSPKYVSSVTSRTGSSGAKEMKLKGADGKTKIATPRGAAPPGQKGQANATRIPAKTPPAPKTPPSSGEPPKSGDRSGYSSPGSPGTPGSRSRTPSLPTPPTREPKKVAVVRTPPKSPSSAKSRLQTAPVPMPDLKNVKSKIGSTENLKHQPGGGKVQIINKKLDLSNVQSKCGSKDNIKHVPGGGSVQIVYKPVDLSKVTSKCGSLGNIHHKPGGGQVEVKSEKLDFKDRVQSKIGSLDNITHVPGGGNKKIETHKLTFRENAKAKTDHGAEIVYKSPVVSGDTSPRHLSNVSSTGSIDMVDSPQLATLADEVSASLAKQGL
#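 Tau 2 uM in ThS buffer dispensed; compound added; 60 uM ODS added (finals 1 uM tau, 30 uM ODS); 15 h 37 C; fluor ex450/em510.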
# BRCT inh red: disrupts BRCA1 BRCT binding to phosphoprotein, red fluorophore readout; Potency, µM (titrated, usually from 76.9 µM), inactives show top-dose activity change, negative = inhibition, actives largely listed as inhibitors; 75,000 compounds, 0.03% hits; AID 892; P38398; BRCT-phosphopeptide binding, red fluorescence polarization; also: % is scaled to controls: 0 for no effect and ±100 for the full control effect
#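 Rhodamine-labelled pBACH1 10-mer (100 nM) bound to BRCT domain (100 nM) at pH 7.3; compounds incubated 12 min room temperature, polarization read. Free peptide defines full inhibition; unlabelled decapeptide titrated as control.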
# Rhodamine fluor: compound autofluorescence in rhodamine spectral region; AID 594; max dye-equivalent concentration, M; Rhodamine-region fluorescence, 547/598 nm, Tris buffer; active compounds read high; 59,000 compounds, 0.05% hits; in the data active = max dye-equivalent concentration above about 11 nM; inconclusive = between about 1.1 nM and that limit
#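 Intensities are converted to rhodamine-equivalent concentration using a six-point rhodamine standard on each plate. Compounds sit 15 min at room temperature in 100 mM Tris buffer, pH 8.0; read uses the 547/598 nm excitation/emission pair.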
# USP2a inh: blocks human ubiquitin-specific protease USP2a. O75604. USP2a enzymatic assay, qHTS inhibition. AID 927. 60,000 compounds, 0.1% hits. Potency, µM (series often up to 38.3 µM), inactives show at the highest dose activity change, negative = inhibition, most hits filed as inhibitors;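 also: potency is read from the fitted curve at half-maximal effect; nearly all actives have a fitted effect of over 60% in size; plate controls were DMSO for no effect and NEM full inhibition control for full effect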
#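 Inhibition is measured in a cell-free coupled assay with 20 nM USP2 core, 20 nM Ub-PLA2 and 20 uM NBD C6-HPC, 2.5 h incubation. Activity normalized to NEM control.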
# ALOX15 inhib: 15-hLO (ALOX15) enzyme inhibition. P16050. purified 15hLO-1, xylenol orange hydroperoxide absorbance. Potency, µM (highest dose often 57.1 µM), inactives show at the top dose activity change, negative = inhibition, actives largely listed as inhibitors. 74,000 compounds, 1.4% hits; also: potency is read from the fitted curve at half-maximal effect; % is scaled to controls: 0 for no effect and ±100 for the full control effect; nearly all actives have a fitted effect of over 55% in size
#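 40 nM 15hLO-1 + cpd, 15 min RT; start w/ 50 uM AA (final), 6 min RT; stop/detect w/ 200 uM XO + 300 uM Fe(II) in 50 mM H2SO4, 30 min; A573/A405. Buffer 25 mM Hepes pH 7.5, 0.01% Triton X-100. No-enzyme wells as negative control.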
# Casp7 inh: caspase-7 (human) inhibition, allosteric or competitive. Potency, µM (doses to about 57.5 µM), for inactives: at the top dose activity change, negative = inhibition, actives largely listed as inhibitors. 75,000 compounds, 0.02% hits. P55210. AID 889. recombinant caspase-7, Ac-DEVD-AFC fluorescence rate; active = well fitted inhibition curve with a large enough effect in the main read-out, with a control signal flat, not every such curve was filed as active; inconclusive = small, poorly fitted or top-dose-only effect, or a change in a side signal; also: potency is read from the fitted curve at half-maximal effect; % of control where 0% means no effect
# BRCT PPI green: inhibitors of human BRCA1 BRCT-phosphoprotein interaction (green fluorophore) | 75,000 compounds, 0.05% hits | Potency, µM (series often up to 76.9 µM), for inactives: at the highest dose activity change, negative = inhibition, most hits filed as inhibitors | BRCA1 BRCT-phosphopeptide binding, green fluorescence polarization | P38398;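 also: potency is read from the fitted curve at half-maximal effect; plate controls were peptide without protein for full effect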
#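 Fluorescence polarization: His-tagged BRCT (~35 kDa BRCA1 C-terminus, 250 nM) bound to 100 nM fluorescein-labeled phosphorylated 10-aa BACH1 peptide, pH 7.3 phosphate buffer with DTT and Tween 20. Compounds incubated 12 min at room temperature; inhibition read as lowered polarization.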
# Caspase-1 inhib: allosteric or competitive inhibitors of human caspase-1; Caspase-1 enzyme, Ac-WEHD-AFC fluorogenic rate; AID 900; P29466; Potency, µM (highest dose often 57.5 µM), inactives show at the highest dose activity change, negative = inhibition, usual class: inhibitors; 75,000 compounds, 0.03% hits;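 also: potency is read from the fitted curve at half-maximal effect; plate controls were vehicle for no effect and no substrate for full effect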
# HEK293 cAMP ctrl: raises cAMP in parental HEK293 cells, TSHR agonist counter-screen; parental HEK293 CNG cAMP sensor, membrane potential fluorescence; Potency, µM (titrated, usually from 57.1 µM), for inactives: at the top dose activation, most hits filed as activators; 73,000 compounds, 2.5% hits; also: potency is read from the fitted curve at half-maximal effect; % of control where 0% means no effect; nearly all actives have a fitted effect of over 55% in size
#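 Counterscreen for endogenous-receptor signalling: CNG-channel HEK 293 cells report cAMP rise by membrane depolarization. After 60 min dye equilibration with 100 uM RO 20-1724, compounds incubated 30 min before bottom-read fluorescence at 590 nm.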
# DNA Pol III inh: blocks replication by bacterial DNA polymerase III holoenzyme | reconstituted DNA polymerase III holoenzyme replication, biochemical | Potency, µM (titrated, usually from 57.1 µM), for inactives: at the top dose activity change, negative = inhibition | 71,000 compounds, 0.25% hits; also: potency is read from the fitted curve at half-maximal effect; % is scaled to controls: 0 for no effect and ±100 for the full control effect
#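 Reconstituted *E. coli* holoenzyme (0.35 nM Pol III, 1 nM beta, 154 nM SSB, 2 nM primase) was preincubated with compound for 15 min at RT. Synthesis on 1.4 nM ssM13Gori ran 35 min, then was stopped with PicoGreen/EDTA and read as dsDNA fluorescence.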
# An asterisk follows results filed as active; i = inactive; u = inconclusive; x = not tested or not shown; & = joins results of further samples; [ ] = another dose, or the depositor's remark. Unless noted, calls follow the shape of the dose curve; as a rule, active = well fitted curve in the direction sought with a large enough effect; inconclusive = small, poorly fitted or top-dose-only effect, or another doubt; inactive = no such curve, though single readings can be large; an effect the other way counts as inactive or inconclusive.
# The first 2 entries, to show the layout:
structure	BRCT inh red	Tau fil binding	BRCT PPI green	DNA Pol III inh	Caspase-1 inhib	ALOX15 inhib	Casp7 inh	Rhodamine fluor	USP2a inh	HEK293 cAMP ctrl	HADH2 inhib
Cc1ccccc1Nc1nc(N)nc(CN2C(=O)NC3(CCCCC3C)C2=O)n1 (stereo not drawn)	0.2%	11%	-2.8%	-6%	0%	24%	-2%	i	7%	1%	34%[activator]
COc1ccccc1NC(=O)Cc1noc(CSc2cc(C)c3ccccc3n2)n1	-0.1%	4%	4.1%	-2%	-9%	-26%	-6%	i	1%	u	u

# The whole of this part, previewed entries included:
structure	BRCT inh red	Tau fil binding	BRCT PPI green	DNA Pol III inh	Caspase-1 inhib	ALOX15 inhib	Casp7 inh	Rhodamine fluor	USP2a inh	HEK293 cAMP ctrl	HADH2 inhib
Cc1ccccc1Nc1nc(N)nc(CN2C(=O)NC3(CCCCC3C)C2=O)n1 (stereo not drawn)	0.2%	11%	-2.8%	-6%	0%	24%	-2%	i	7%	1%	34%[activator]
COc1ccccc1NC(=O)Cc1noc(CSc2cc(C)c3ccccc3n2)n1	-0.1%	4%	4.1%	-2%	-9%	-26%	-6%	i	1%	u	u
Cc1ccc(NS(=O)(=O)c2ccc(NC(=O)c3ccc(Br)o3)cc2)c(C)c1	0.0%	40%	7.8%	0%	0%	16µM*	1%	i	46%[activator]	u	32%[activator]
Oc1ccc(Nc2nc(-c3ccc(O)cc3)cs2)cc1	-0.5%	u	-0.4%	-2%	0%	u	0%	i	u	-20%	7.9µM*
CC1=C(C(=O)N(C)CCC#N)C2(CCCCC2)OC1=O	1.1%	-2%	-1.3%	-1%	-5%	8%	1%	x	x	-2%	6%
Cc1cc(OCCCCCNCCO)cc(C)c1Cl	0.0%	2.5µM*	5.5%	-6%[11.4 µM]	-1%	-29%[11.4 µM]	0%	x	-1%[7.66 µM]	8%[11.4 µM]	6%[11.4 µM]
Cn1c(SCC(=O)c2ccc(F)cc2)nnc1-c1ccccc1N	-2.4%	17%	-0.6%	-3%	1%	-1%	-1%	i	8%	-2%	0%
COCCn1cc(C(=O)NCc2cccs2)c2c3ccccc3n(C)c2c1=O	-0.4%	4%	-1.5%	-8%	0%	-4%	-3%	i	16%	12%	78%[activator]
CCc1cc2cc(C(=O)Nc3ccccc3F)sc2s1	0.3%	152%	-4.4%	-6%	-1%	-14%	-2%	i	-18%	u	3%
Cc1ccc(-c2ccc(=O)n(CC(=O)NCCN(C)C)n2)cc1	0.9%	4%	-1.7%	-4%	2%	6%	2%	i	u	8%	5%
CN1CCN(c2ccnc(-c3ccoc3)n2)CC1	0.3%	-11%	-2.9%	-2%	-1%	16µM*	-5%	i	-11%	11%	3.2µM*
COc1cc(C2=NOC(C(=O)NC3CCCCC3)C2)cc(OC)c1OC (stereo not drawn)	-0.7%	-4%	-0.7%	2%	1%	5%	0%	i	6%	23%	6%
Cc1c(C(=O)CN2CCOCC2)[nH]c2ccccc12	-0.3%	u	-2.1%	7%	-6%	u	-7%	i	2%	3%	-18%
O=C(CNS(=O)(=O)c1ccc(Br)s1)NCC1COc2ccccc2O1 (stereo not drawn)	-0.4%	1%	-1.0%	3%	1%	-9%	-1%	i	2%	19%	1%
C/C=C(\CS(=O)(=O)c1ccccc1)S(=O)(=O)c1ccccc1	-3.3%	-12%	-1.7%	-4%	0%	-4%	-1%	i	-6%	10%	-17%
CCOc1ccc(CCNC(=O)Cn2c(-c3nonc3N)nc3ccccc32)cc1OCC	0.4%	47%	3.4%	2%	-3%	-5%	-2%	i	29%	u	7%
CCCn1cc(NC(=O)c2cc3n(n2)C(C(F)(F)F)CC(c2ccccc2)N3)cn1 (stereo not drawn)	-1.2%	19%	-1.5%	4%	0%	-3%	0%	i	-6%	-10%	14%
O=C(CN1CCN(c2ccc(F)cc2)CC1)Nc1ccc(F)c(F)c1	-1.0%	30%	2.8%	-2%	0%	u	1%	i	-10%	10%	1%
Cc1ccc2c(Cl)cc(Cl)c(O)c2n1	-0.4%	x	-1.9%	x	0%	-7%	0%	x	-9%	x	x
NC(=O)C1CCN(C(=O)C2c3ccccc3C(=O)N3CCc4ccccc4C23)CC1 (stereo not drawn)	-0.6%	2%	-0.9%	-2%	2%	1%	0%	i	-2%	3%	3%
Cc1cccc(/N=C/c2c(O)cc(C)oc2=O)n1	2.2%	60%	26%	-3%	-12%	-2%	-9%	i	-5%	-7%	0%
COc1ccc(NC(=O)C2CC(c3cc(OC)c(OC)c(OC)c3)=NO2)cc1OC (stereo not drawn)	0.0%	-17%	-0.4%	-4%	0%	1%	-8%	i	11%	6%	u
O=C(Cn1cnc2ccccc2c1=O)NCC(=O)N1CCN(c2ccccn2)CC1	0.3%	-10%	0.7%	-2%	1%	7%	-2%	i	0%	-10%	6%
CCCOC(=O)c1sc2nc3c(cc2c1N)C(=O)CCC3	0.5%	-14%	-1.7%	-6%	-1%	5%	-2%	i	8%	6%	16%
COCCNc1nc(-c2cccc(OC)c2)nc2ccccc12	-3.0%	-4%	2.2%	-3%	-2%	u	0%	i	-7%	11%	-29%
CC[C@H]1CN(C)[C@H]2Cc3c([nH]c4ccccc34)C(=O)C[C@H]1[C@H]2C(=O)OC	-0.5%[15.4 µM]	-3%[11.4 µM]	-2.3%[15.4 µM]	-9%[11.4 µM]	1%[11.5 µM]	8%[11.4 µM]	0%[11.5 µM]	i	x	-1%[11.4 µM]	12%[11.4 µM]
Cc1noc(C)c1S(=O)(=O)N1CCCC(C(=O)NCCC2=CCCCC2)C1 (stereo not drawn)	-0.6%	-1%	-1.1%	2%	0%	4%	2%	i	-4%	12%	6%
Cc1ccc(C)c([N+](=O)[O-])c1	1.3%	8%	-0.8%	2%	-8%	-2%	0%	x	x	-10%	-4%
Cn1c(=O)c2c(SCc3ccccc3)nc(-c3ccco3)nc2n(C)c1=O	-1.6%	-4%	-2.8%	4%	1%	u	2%	x	x	6%	-12%
C=CCNc1ncnc2ccc(Br)cc12	0.2%	1%	-1.5%	-2%	-2%	3%	-2%	x	0%	17%	26%

# New compounds follow:
structure	BRCT inh red	Tau fil binding	BRCT PPI green	DNA Pol III inh	Caspase-1 inhib	ALOX15 inhib	Casp7 inh	Rhodamine fluor	USP2a inh	HEK293 cAMP ctrl	HADH2 inhib
COc1cccc(N2CCN(C3CC(=O)N(c4ccc(C)c(Cl)c4)C3=O)CC2)c1 (stereo not drawn)	-1.3%	-17%	-1.0%	-2%	-3%	2%	-5%	i	6%	-2%	11%
Cn1cc(C(F)(F)F)nc1-c1ccc(OC[C@@H](O)CNCCOc2ccc(O)c(C(N)=O)c2)cc1	-3.3%&-1.4%	u	-2.0%&-0.8%	-2%&4%	0%&3%	-15%[25.6 µM]	-2%&0%	i	19%	2%&-5%	u
Nc1nc2c(c(=O)[nH]1)CN(CCCN1CCOCC1)CN2	0.2%[15.4 µM]	-2%[11.4 µM]	-1.0%[15.4 µM]	-6%[11.4 µM]	1%[11.5 µM]	-4%[11.4 µM]	2%[11.5 µM]	i	x	3%[11.4 µM]	7%[11.4 µM]
CC(C)(O)c1cn(-c2nonc2N)nn1	1.3%	13%	-0.7%	3%	-1%	5%	1%	i	-14%	-1%	3%
COc1ccc(CNc2ccnc(-c3cccc(NS(C)(=O)=O)c3)n2)c(OC)c1	-2.1%	-5%	-1.0%	1%	-3%	-12%	-3%	i	110%[activator]	17%	-11%
Oc1c(C(c2cccs2)N2CCN(c3ccccc3)CC2)sc2ncnn12 (stereo not drawn)	1.4%	-11%	2.9%	-5%	-1%	4%	3%	x	x	-4%	-10%
CC(C)(C)OC=O	1.1%	6%	-1.6%	4%	-3%	2%	-1%	x	x	-13%	-5%
CCn1c(SCC(=O)c2ccccc2)nnc1-c1ccoc1C	-2.9%	11%	-0.5%	2%	1%	6%	1%	i	9%	12%	-6%
O=C1N(CN2CCC3(CC2)OCCO3)c2ccccc2C12OCCCO2	1.3%	2%	-1.5%	1%	-1%	-1%	1%	i	0%	11%	2%

# Only part of the results is shown. The share of hits here may be higher or lower than overall.
